Bioassay records: PubChem BioAssay, several laboratories
Lipid droplet – hepatic lipid droplet formation modulation; AML12 mouse hepatocytes, oleate lipid droplets, BODIPY imaging; inhibition, % at 6.5 µM; 0.4% of 240,000 active; AID 1656;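 active = lipid droplet intensity inhibited by at least 50%, with more than 500 cells counted; inconclusive = wells with under 300 cells, treated as cytotoxic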
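System: AML12 hepatocytes (mouse). Probe or stimulus: oleic acid at 100 µM to induce lipid droplet formation. Times: overnight treatment with compound plus oleate. Detection: Image-based BODIPY and DAPI two-channel analysis. Evaluation: percent inhibition of filter-corrected integrated lipid droplet intensity per well.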
Autophagy HCS – modulators of autophagy | MEF GFP-LC3 puncta imaging; test concentration mostly 10 µM | calls only at 10 µM (by protocol) | 0.98% of 190,000 active | AID 463193;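 active = percentage of spot-positive cells more than 3 SD above its plate mean, without a fluorescence outlier flag or 80% toxicity; inconclusive = no clear call, values can overlap the other calls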;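 also: spot-positive cell cutoff set from DMSO-treated cells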
ER stress rescue – rescue of cells from ER stress-induced death, primary screen, 384-well, CSM14.1, thapsigargin, ATP luminescence (AID 1222); CSM14.1 thapsigargin-induced death rescue, ATP luminescence; higher % means a stronger effect; one-dose cellular ATP content (survival), % at 20 µM; EC50 in µM for titrated hits; 190,000 tested, under 10 active;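 active = EC50 below 50 µM in the dose-response confirmation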;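 also: death triggered by thapsigargin at about 15 µM added after 2 h compound pretreatment; cell ATP read after overnight thapsigargin exposure of roughly 18 to 22 hours; normalized against plate controls of thapsigargin alone and 5% DMSO vehicle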
T cell modulator – modulates CD8 T cell binding to vesicles | 2C CD8+ T cell-vesicle binding, flow cytometry; active compounds read low | calls only at 7 µM | 0.068% of 330,000 active | AID 2052;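 active = response, share of CD8 T cells binding vesicles, and their 90th percentile fluorescence all below set limits, cut at about 80% in these data, passing the limit was not always enough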
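Benchmarks: naked versus QL9-loaded vesicles / Assay system: purified 2C TCR transgenic mouse naive CD8+ T cells / Technique: high-throughput flow cytometry with anti-B7-1 and anti-CD8 staining / Timing: Cell–vesicle co-incubation 1.5 h at 37 °C, staining 20 min on ice / Read-out: percent CD8+ FL2 mean versus row control / Probe or stimulus: QL9-loaded Drosophila micro-vesicles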
b-catenin transl – alters nuclear translocation of beta-catenin in HeLa cells. immunofluorescence imaging. nuclear translocation activity, % at 5 µM. 0.3% of 190,000 active;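 active = nuclear translocation activity above 50% at 5 µM, with a well cell count of 50 or more; inconclusive = wells under 50 cells across six images, flagged as toxic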;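 also: per-cell ratio of nuclear to cytoplasmic median beta-catenin stain intensity; plate controls were DMSO negative control for no effect and GSK-3 inhibitor IX positive control for full effect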
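assay system = human HeLa cells, endogenous beta-catenin | times = compound treatment 24 h, 37°C, 5% CO2 | detection = Anti-beta-catenin immunofluorescence on PFA-fixed, Triton-permeabilized cells, DAPI nuclei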
Ins promoter up – MIN6 insulin promoter up-regulation | MIN6 insulin promoter-GFP reporter, high-content imaging; active compounds read high | z-score at 5 µM | 0.3% of 190,000 active | AID 1625;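 active = z-score above 3 at 5 µM with at least 500 cells counted in the well; inconclusive = wells under 500 cells, flagged as cytotoxic or low count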
Salmonella PhoP GFP – PhoP-dependent GFP reporter repression – Salmonella Typhimurium, primary screen (AID 1863). S. Typhimurium PhoP-regulated promoter GFP reporter, 4 h; higher % means a stronger effect. one-dose inhibition, % at 50 µM; IC50 in µM for titrated hits. 0.16% of 300,000 active;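 active = inhibition over 29.93%, a cutoff 3 SD above the screen mean, later confirmed by dose response; inconclusive = inhibition over 29.93% but no dose response follow-up; inactive = inhibition at most 29.93% or unconfirmed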;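 also: 0% = low Mg2+ inducing control and 100% = high Mg2+ repressing control; strong numbers were not always called active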
Dynein transport – dynein cargo transport inhibition | 3617.4 mouse cells, GR-EGFP nuclear translocation imaging; test concentration mostly 20 µM; stimulated with dexamethasone, 1 µM; active compounds read low | z-score, hits read low | 0.47% of 220,000 active;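 active = plate z-score of nuclear minus cytoplasmic receptor signal below a set negative limit, without overly bright fluorescence or cell loss, cut at about -3.5 in these data, passing the limit was not always enough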;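 also: z-score of nuclear minus cytoplasmic ring GR-EGFP intensity difference per well; some compounds called inactive have numbers as strong as hits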
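Schedule: 48 h induction, then 1 h compound, then 30 min agonist, 37 °C. Buffer or medium: tetracycline-free induction medium containing charcoal-stripped FBS. Reagent: 1.0 µM final dexamethasone stimulus. Evaluation: nuclear versus cytoplasmic GR-EGFP signal, averaged per well. Signal: high-content fluorescence imaging after fixation.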
MT stabilizer – stabilizes microtubules in HeLa cells; HeLa tubulin immunostaining HCS, 24 h; share of cells brighter than vehicle mean+2SD; % tubulin-high responders, % at 10 µM; 0.83% of 200,000 active; AID 2205;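 active = plate Z-score above 3 for both tubulin-high and condensed-nucleus cell shares, with cell loss under 80%, at 10 µM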;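 also: anti alpha tubulin signal scored within the nucleus-defined area of each cell; some results filed as inactive read as strong as hits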
Dynein transport cytoplasmic EGFP – further read-out of Dynein transport, marked with its call; z-score; measured here: cytoplasmic GR-EGFP intensity; active compounds read high
Dynein transport nuclear GR-EGFP – recorded beside Dynein transport, whose call it bears; z-score; measured here: nuclear GR-EGFP intensity;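 lower value marks the stronger effect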
Dynein transport cell count – further read-out of Dynein transport, marked with its call; z-score; measured here: cell count per field
Ins promoter up cell count – also measured in Ins promoter up; calls as there; cell count; measured here: cytotoxicity, nuclei count;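 total cells summed across four imaged fields per well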
Lipid droplet cells 6.5 µM – further read-out of Lipid droplet, marked with its call; cell count; measured here: cell count, cytotoxicity flag;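 cells counted across two imaged fields per well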
b-catenin transl cell count 5 µM – second read-out of b-catenin transl, no call of its own (marks repeat the call); cell count; measured here: cell count, cytotoxicity flag
T cell modulator vesicle-bound % – also measured in T cell modulator; calls as there; double positive events, %; measured here: CD8+ vesicle-bound cell fraction;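 binding gate set so that unloaded-vesicle control wells show 10% double positive cells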
MT stabilizer Hoechst-high % – also measured in MT stabilizer; calls as there; % Hoechst-high responders; measured here: nuclear condensation Hoechst responders;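 share of cells brighter than vehicle mean plus two SD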
MT stabilizer cytotoxicity % – second read-out of MT stabilizer, no call of its own (marks repeat the call); toxicity, %; measured here: cytotoxicity by cell density;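 0% = mean cell density of plate MIN control wells and 100% = no cells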
Autophagy HCS cell loss 18 h – recorded beside Autophagy HCS, whose call it bears; toxicity, %; measured here: cell loss, nuclei count;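 cell loss after 18 h compound exposure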
Active calls of the source: *; i = inactive; ? = inconclusive; . = no result given.

SMILES | Lipid droplet | Lipid droplet cells 6.5 µM | Autophagy HCS | Autophagy HCS cell loss 18 h | ER stress rescue | T cell modulator | T cell modulator vesicle-bound % | b-catenin transl | b-catenin transl cell count 5 µM | Ins promoter up | Ins promoter up cell count | Salmonella PhoP GFP | Dynein transport | Dynein transport cytoplasmic EGFP | Dynein transport nuclear GR-EGFP | Dynein transport cell count | MT stabilizer | MT stabilizer Hoechst-high % | MT stabilizer cytotoxicity %
COc1ccc2cc3cc(C(=O)Nc4ccc5c(c4)OCCO5)oc3nc2c1 | . | . | i | -3.1 | -1.5% | i | 53.0 | 3.9 | 1356 | -0.55 | 1223 | -3.2% | -0.407 | -0.275 | 0.0398 | -0.26 | 3.1 | 2.5 | 7.2
O=C(NN1C(=O)C2C(C1=O)C1C=CC2C12CC2)c1ccccc1Cl (stereo unspecified) | -4.9 | 698 | . | . | . | i | 39.8 | -0.6 | 1324 | -0.03 | 1129 | 0.9% | -0.242 | -0.218 | -0.379 | 0.847 | . | . | .
O=C(O)CC1NC(=O)N(c2ccccc2)C1=O (stereo unspecified) | 2.5 | 766 | i | -5.5 | -1.2% | . | . | . | . | 0.49 | 1143 | -1.7% | 0.489 | -0.0447 | -0.0658 | -0.843 | 3.4 | 1.5 | 9.6
O=S(=O)(Nc1ccc(-c2cn3cccnc3n2)cc1)c1ccccc1 | -2.8 | 682 | i | -1.4 | 0.7% | i | 50.6 | -0.7 | 1460 | 0.17 | 1564 | -5.2% | 0.488 | -0.36 | 0.106 | 0.307 | 5.9 | 1.7 | 5.7
CN(C)C(=O)CCSc1nnc(-c2ccncc2)o1 | -4.3 | 698 | i | -0.5 | -0.8% | i | 55.8 | 0.4 | 1130 | 0.78 | 1220 | -3.9% | -0.157 | -0.349 | 0.0702 | 0.659 | 2.3 | 3.0 | 6.0
CCCCCC(=O)Nc1nc2ccccc2[nH]1 | -5.7 | 756 | i | 10.0 | -4.0% | i | 18.2 | 31.9 | 354 | . | . | 2.6% | 0.704 | -0.121 | 0.684 | -0.516 | 3.5 | 4.8 | 3.0
Cc1ccc(-c2c[n+](Cc3ccc(Cl)cc3)c3n2CCC3)cc1 | 2.5 | 734 | . | . | . | i | 36.5 | 0.1 | 1266 | ? | . | -4.3% | -0.672 | 0.772 | -0.154 | 0.479 | . | . | .
Cc1ccc(S(=O)(=O)/N=C2\SC(CC(=O)Nc3ccc(F)cc3)C(=O)N2c2ccccc2)cc1 (stereo unspecified) | -45.0 | 701 | i | 2.2 | -2.2% | i | 43.0 | -2.3 | 937 | 0.69 | 1299 | 6.0% | -0.36 | -0.258 | -0.425 | 0.213 | 1.2 | 2.4 | 6.1
Cn1c(=O)cc(SCC(=O)N2CCN(Cc3ccc4c(c3)OCO4)CC2)c2ccccc21 | . | . | i | 1.9 | -1.5% | i | 26.3 | 1.4 | 1448 | -1.9 | 1237 | -12.0% | -0.0866 | -0.125 | -0.0249 | 0.785 | 3.7 | 4.0 | 2.6
CC1CCCN(C(=S)Nc2ccc(F)cc2)C1 (stereo unspecified) | 0.8 | 712 | i | 1.0 | 1.5% | i | 63.2 | 0.3 | 1501 | 0.86 | 1367 | -10.1% | -0.208 | -0.235 | 0.00879 | 0.512 | 2.8 | 1.7 | 7.6
O=S(=O)(Nc1ccc2c(c1)nc1n2CCN(Cc2ccccc2)C1)c1ccccc1 | -23.8 | 710 | i | -2.1 | -2.5% | i | 59.8 | 0.1 | 930 | . | . | 9.6% | -3.22 | 0.813 | -2.15 | 0.247 | 5.5 | 1.5 | 0.5
COc1cc([C@@H]2c3cc4c(cc3[C@@H](O)[C@@H](CO)[C@@H]2CO)OCO4)cc(OC)c1O[Si](C)(C)C(C)(C)C | 20.8 | 711 | . | . | . | i | 47.4 | -2.4 | 1103 | 0.34 | 1053 | -5.4% | -0.145 | -0.74 | -0.0279 | -0.432 | . | . | .
O=C(Nc1ccccc1F)c1ccc(CSc2ncccn2)cc1 | -0.2 | 711 | i | 18.2 | 1.2% | i | 61.8 | -1.9 | 1139 | -0.03 | 1550 | -10.0% | 0.00429 | -0.276 | 0.202 | 0.175 | 1.4 | 0.9 | 1.9
CC(=O)Nc1ccc(/C=C/c2ccc3c([N+](=O)[O-])cccc3n2)cc1 | -5.6 | 693 | i | 9.1 | -0.5% | i | 62.5 | 0.4 | 1067 | -0.03 | 1159 | 7.6% | 1.48 | 0.559 | 1.12 | -0.563 | 11.9 | 2.0 | 5.2
CCOc1ccc(-c2nnc(-c3cccnc3)o2)cc1OCC | . | . | i | 15.1 | 3.8% | i | 41.7 | 0.9 | 1106 | 0.01 | 1109 | 10.0% | -0.749 | -0.242 | -0.104 | -0.0135 | 2.7 | 4.4 | 8.7
OC(COC(c1ccccc1)c1ccccc1)CN1CCc2ccccc2C1 (stereo unspecified) | -34.7 | 649 | i | -29.1 | -2.0% | i | 39.1 | . | . | 0.38 | 1414 | 8.2% | -0.278 | -0.283 | -0.431 | 0.291 | 3.2 | 2.5 | 5.3
S=C(NCc1ccco1)Nc1ccc(Cl)c(Cl)c1 | . | . | i | 3.3 | -1.4% | i | 55.6 | -2.3 | 1414 | 1.43 | 1153 | -2.0% | -0.626 | -0.216 | -0.713 | 0.197 | 1.5 | 1.3 | 7.9
COc1ccc2[nH]c3c(Cl)ncnc3c2c1 | 11.8 | 647 | i | 4.5 | 0.0% | i | 48.2 | -1.8 | 1151 | 0.14 | 1457 | 2.0% | -0.327 | -0.0536 | -0.0195 | -1.19 | 6.5 | 1.4 | 11.4
CCCn1c(=O)[nH]c(=O)c2c(C(F)(F)F)cc(-c3ccc(C)cc3)nc21 | 3.3 | 676 | i | 3.3 | -12.4% | i | 21.8 | 2.5 | 1067 | 0.45 | 1430 | -2.4% | 1.38 | -0.273 | -0.0417 | -1.33 | 2.2 | 2.9 | 5.0
O=C(Nc1c(C(=O)C2CC2)oc2ccccc12)c1ccc(Cl)cc1 | 23.2 | 583 | i | 10.9 | 1.7% | i | 48.5 | -0.6 | 1232 | -0.38 | 1614 | -4.5% | -0.277 | 0.0851 | 0.11 | 0.467 | 2.6 | 3.4 | 3.7
Cc1cc(NC(=O)/C=C/c2ccc(Cl)cc2)no1 | 1.2 | 649 | i | 27.1 | -1.4% | i | 40.2 | -4.0 | 539 | -1.49 | 1010 | 0.7% | -0.226 | -0.249 | -0.0822 | 0.998 | 3.4 | 2.1 | 1.3
CCOC(=O)c1c(C)c(C(=O)NC(C)COC)c(C)n1C (stereo unspecified) | 8.8 | 654 | i | -8.2 | -1.6% | i | 24.0 | -0.7 | 1008 | -1.01 | 1817 | -5.2% | 0.0742 | -0.185 | 0.419 | 0.453 | 5.5 | 3.1 | 11.1
CC1(C)Cc2nc3sc(C(=O)NCCO)c(N)c3cc2CO1 | 2.5 | 725 | i | 0.0 | -2.2% | i | 40.8 | 1.5 | 513 | . | . | -5.7% | 0.555 | -0.176 | -0.323 | -1.34 | 4.0 | 2.4 | 6.0
O=C(COC(=O)c1ccc(-c2ccccc2)cc1)Nc1ccccc1-c1ccccc1 | 2.3 | 644 | i | -1.8 | -1.3% | i | 41.0 | 0.7 | 922 | . | . | -27.0% | -0.347 | -0.303 | -0.499 | 0.552 | 1.0 | 2.3 | 1.0
CCCCCc1ccc(S(=O)(=O)Nc2cc(C)ccn2)cc1 | -45.7 | 536 | . | . | . | i | 33.1 | 0.5 | 1263 | -0.55 | 1012 | -4.0% | 0.153 | -0.175 | 0.101 | -0.00566 | . | . | .
Cn1c2ccccc2c2c(C(=O)NCC3CCCO3)cn(C3CCCC3)c(=O)c21 (stereo unspecified) | 6.0 | 681 | i | 3.1 | . | i | 52.9 | 0.8 | 1115 | 0.05 | 1199 | -0.5% | -0.37 | -0.195 | -0.233 | 0.359 | 2.8 | 2.8 | 6.4
COc1ccc(-c2nnc(SC)n2C)cc1 | . | . | i | 24.9 | 2.4% | i | 45.4 | -2.6 | 990 | -0.38 | 1520 | 0.8% | -1.24 | -0.239 | -0.394 | 1.37 | 4.3 | 1.7 | 6.4
NS(=O)(=O)c1ccc(CNC(=O)c2cnccn2)cc1 | 7.1 | 659 | . | . | . | i | 16.5 | -0.7 | 1399 | -1.1 | 1115 | -9.0% | -0.891 | -0.835 | -0.71 | 0.175 | . | . | .

As entered above:
`Cn1c2ccccc2c2c(C(=O)NCC3CCCO3)cn(C3CCCC3)c(=O)c21` (stereo unspecified) @ Salmonella PhoP GFP: -0.5%
`COc1ccc(-c2nnc(SC)n2C)cc1` @ Dynein transport cell count: 1.37
